EPAC2 ag: activates human EPAC2 exchange factor; Q8WZA2; EPAC2 activation, biochemical qHTS; response scale: 100% = 6.5 mM cAMP response; Potency, µM (highest dose often 154 µM), for inactives: at the highest dose activation, most hits filed as activators; 0.079% of 360,000 active; AID 720711; further: potency means the concentration at half of the fitted maximal effect; nearly all actives have a fitted effect of over 50% in size
Target sequence (Q8WZA2 whole entry, looked up): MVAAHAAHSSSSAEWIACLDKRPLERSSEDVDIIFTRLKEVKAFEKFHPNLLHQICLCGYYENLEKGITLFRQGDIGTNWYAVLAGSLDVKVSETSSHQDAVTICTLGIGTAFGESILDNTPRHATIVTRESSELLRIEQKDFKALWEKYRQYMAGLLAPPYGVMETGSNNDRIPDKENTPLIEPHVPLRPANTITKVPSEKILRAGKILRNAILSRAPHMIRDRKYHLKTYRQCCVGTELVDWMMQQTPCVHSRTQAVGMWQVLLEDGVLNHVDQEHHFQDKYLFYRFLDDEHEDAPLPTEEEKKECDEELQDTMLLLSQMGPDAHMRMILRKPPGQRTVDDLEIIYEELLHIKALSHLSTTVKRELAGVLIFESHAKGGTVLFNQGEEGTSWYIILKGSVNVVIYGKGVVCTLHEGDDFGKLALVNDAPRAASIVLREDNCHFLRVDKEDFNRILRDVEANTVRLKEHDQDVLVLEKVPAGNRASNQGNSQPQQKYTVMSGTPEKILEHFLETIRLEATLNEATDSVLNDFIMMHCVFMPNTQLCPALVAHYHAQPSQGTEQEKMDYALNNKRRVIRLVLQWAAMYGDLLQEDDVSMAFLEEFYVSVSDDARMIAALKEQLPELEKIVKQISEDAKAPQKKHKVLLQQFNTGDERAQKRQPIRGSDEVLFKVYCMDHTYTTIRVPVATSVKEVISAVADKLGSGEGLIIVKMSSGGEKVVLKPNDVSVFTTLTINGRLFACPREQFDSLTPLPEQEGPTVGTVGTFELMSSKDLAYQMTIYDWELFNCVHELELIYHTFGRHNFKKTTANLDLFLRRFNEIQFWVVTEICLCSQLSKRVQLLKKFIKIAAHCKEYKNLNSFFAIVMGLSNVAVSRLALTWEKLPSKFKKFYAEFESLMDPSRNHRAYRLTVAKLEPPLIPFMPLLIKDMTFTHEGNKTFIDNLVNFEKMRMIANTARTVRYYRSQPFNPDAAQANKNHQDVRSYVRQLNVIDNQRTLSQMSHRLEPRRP
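Compounds were added across a concentration range to EPAC2 (100 nM), RAP1B-BODIPY-GDP (250 nM) and GDP (50 uM). After 5 min at room temperature, fluorescence was recorded at 5-min intervals for 30 min.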
Akt phos inh: inhibitors of Akt phosphorylation | Neuro2A IGF-stimulated pAkt S473 HTRF, 20 min; active compounds read low | activity change, % for hits at 50 µM | 0.32% of 360,000 active | AID 651550; in the data active means activity change below about -80%; inconclusive means mostly about -51% to -80%; further: on the % scale 0 is the no-effect control and ±100 the full control effect
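Single-point screen (50 µM final compound) in Neuro2A cells stimulated 20 min with 6 nM IGF at 37 deg C. After lysis, Ser473-phosphorylated Akt read by HTRF (ex 330 nm, em 615/665 nm) as the 665/615 ratio.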
DRD3 agonist: agonists of human D3 dopamine receptor; P35462; D3R DiscoveRx beta-arrestin cells, luminescence, 90 min; max activation, %; 0.58% of 410,000 active; AID 652048; in the data active means max activation above about 30%; further: 0% is about no effect; mostly tested at two doses, the higher about 12 µM
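Cells at 1500/well, incubated overnight, then treated with pinned compounds (dopamine as control) for 90 min at 37 degrees C. DiscoveRx reagent added for 30 - 60 minutes at room temperature; luminescence read.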
EPAC2 antag: blocks human EPAC2 exchange factor. 0.18% of 360,000 active. EPAC2 GEF exchange of Rap1B-BODIPY-GDP, fluorescence. Q8WZA2. Potency, µM (series often up to 114 µM), without a hit: top-dose activity, negative = inhibition, most hits filed as inhibitors; further: potency means the concentration at half of the fitted maximal effect; on the % scale 0 is the no-effect control and ±100 the full control effect; nearly all actives have a fitted effect of over 45% in size; many of its hits are not listed in these tables
PTHR1 agonist: activates the human parathyroid hormone receptor PTHR1; Q03431; AID 743266; HEK293 GP2 PTHR1 cells, GloSensor cAMP luminescence, 1 h; 0.075% of 410,000 active; Potency, µM (doses to about 115 µM), for the others: at the highest dose activation, hits mostly activators; further: potency means the concentration at half of the fitted maximal effect; nearly all actives have a fitted effect of over 55% in size; some results filed as inactive show a strong effect at the top dose; inactives centre near -15; many of its hits are not listed in these tables
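HEK-293-derived GP2 cells expressing PTHR1 and a GloSensor cAMP reporter, 3,000/well, plated overnight, given luciferin plus IBMX (each 0.5 mM as added) for 1 h at 37 °C, then compound for 1 h at 37 °C. Luminescence was read after 15 min at room temperature.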
CCT modulator: changes cytosolic chaperonin activity; purified chaperonin ATPase assay, HTRF ADP detection, 30 min; activity change, % (no concentration beside the values), hits read low; 0.3% of 360,000 active; AID 651819; in the data active means activity change below about -30%; further: on the % scale 0 is the no-effect control and ±100 the full control effect
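TRiC (40 or 20 nM final, by batch activity) in 30 mM Tris pH 7.4, 100 mM KCl, 5 mM MgCl2, 1 mM DTT was treated with compound at 76 uM single dose, then 10 uM ATP, 30 min at 37 °C. ADP was read by HTRF Transcreener.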
Mm-Cpn inhibitor: blocks the Methanococcus maripaludis chaperonin Mm-Cpn; purified Mm-Cpn ATPase, ADP Transcreener TR-FRET; Potency, µM (doses to about 76.9 µM), without a hit: at the top dose activity, negative = inhibition, usual class: inhibitors; 0.031% of 330,000 active; AID 504842; further: potency means the concentration at half of the fitted maximal effect; on the % scale 0 is the no-effect control and ±100 the full control effect; nearly all actives have a fitted effect of over 80% in size
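Compound-treated chaperonin, 25 nM final, turns over 10 uM ATP at 37°C for 30 min following a 10 min preincubation; ADP generated competes with ADP-d2 for Eu-cryptate antibody, lowering FRET.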
DRD3 antagonist: antagonists of human D3 dopamine receptor; max response, negative = inhibition, %; P35462; D3R cells, DiscoveRx beta-arrestin luminescence, antagonist mode; active compounds read low; 2.5% of 360,000 active; in the data active means max response below about -50%; inconclusive means no clear call, values can overlap the other calls; further: on the % scale 0 is the no-effect control and ±100 the full control effect; mostly tested at two doses, the higher about 12 µM
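Cells plated overnight at 1500 cells/well, then exposed to library compounds with dopamine controls for 90 minutes at 37 degrees C. DiscoveRx reagent added for 30–60 minutes at room temperature; luminescence read, quantitative HTS format.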
An asterisk follows results filed as active; i = inactive; ? = inconclusive; . = not tested or not shown; [ ] = another dose, or the depositor's remark. Unless noted, the call rests on the fitted dose curve; in most records, active means well fitted curve in the direction sought with a large enough effect; inconclusive means small, poorly fitted or top-dose-only effect, or another doubt; inactive means no such curve, though single readings can be large; an effect the other way counts as inactive or inconclusive.

Values run as follows: EPAC2 ag, Akt phos inh, DRD3 agonist, EPAC2 antag, PTHR1 agonist, CCT modulator, Mm-Cpn inhibitor, DRD3 antagonist
> Cc1cccc(-c2nnc(SCc3ccccc3)o2)c1
    5%, i, 0, -5%, i, -1.3, 2%, 18
> Cc1nc(C(C)N(C)Cc2c(C(=O)N3CCCCC3)nc3c(C)cccn23)c(C)s1 (configuration not stated)
    3%, i, -12, -1%, -1%, -2.9, -7%, -9
> O=C(Nc1cccc2c1[nH]c1ccccc12)C(F)(F)F
    -4%, i, -4, -4%, -8%[57.5 µM], 0.2, 3%, -5
> O=C(NCCN1CCOCC1)c1cc2sccc2n1Cc1ccc(F)cc1
    1%, i, -65, -13%, 26%, 0.0, 0%, -97*
> CC(C)(C)C(=O)NCc1ccc(C(=O)CSc2nnc3n2CCCCC3)s1
    -8%, i, -8, 7%, i, -1.7, ., -17
> CC1(C(=O)NS(=O)(=O)c2cccc(F)c2)CCN1C(=O)Cc1cccs1 (configuration not stated)
    -7%, i, 3, -9%, -39%[inhibitor], -1.8, ., 5
> COc1ccccc1-c1nnc(NC(=O)c2ccc3c(c2)OCO3)s1
    12%, i, 4, -3%, i, -2.9, -2%, -3
> Clc1ccc(-c2noc(CSc3nnc(Cc4cccs4)n3-c3ccccc3)n2)cc1
    15%, i, -7, 11%, -40%[inhibitor], -0.9, 0%, 14
> Nc1nc2n(n1)C(c1cccc(Br)c1)CC(c1ccc(F)cc1)N2 (configuration not stated)
    8%, i, -8, 5%, -6%, -0.8, 3%, 0
> CCC(=O)NC(=S)Nc1cccc(Cl)c1N1CCCC1
    9%, i, -7, 0%, 1%, -1.8, 0%, -7
> Cn1c(CSc2ncn[nH]2)nc2ccccc21
    -83%[inhibitor][15.6 µM], ., -3, 12%, 0%[57.5 µM], -2.5, ?, 31
> CN(C)CCNC(=O)c1onc(CSc2ccncc2)c1C(=O)NCCN(C)C
    0%, i, 1, 18%, i, -2.9, ., ?
> Cc1cc(S(=O)(=O)NCC(C)C)ccc1OCC(=O)NC1CC1
    -14%, i, 3, 1%, -21%, -1.5, 0%, -4
> Cc1ccc(Cc2c(-c3ccc(F)cc3)nc3cc(C)ccn23)cc1
    14%, i, -12, -8%, -24%, 2.2, ., -68*
> Cn1ccc2c(-c3ccc4c(c3)OCCO4)cc3c(c21)C1CCC3C1 (configuration not stated)
    12%, i, 1, 12%, i, -5.0, ., 2
> CC(NCC(=O)NCCc1ccc(S(N)(=O)=O)cc1)c1ccc(F)cc1 (configuration not stated)
    3%, i, -3, -9%, -1%, -0.1, 3%, 3
> Cc1cc(NC(=O)c2cncc(Br)c2)n(-c2ccccn2)n1
    9%, i, 2, -6%, -15%, -1.0, 0%, -11
> CCOC(=O)CSc1nc(CC)nc2ccccc12
    3%, i, 3, -1%, i, -1.0, -5%, -4
> Cc1ccccc1-n1c(SCc2ccccn2)nc2n[nH]c(C)c2c1=N
    12%, i, 3, 9%, -10%[57.5 µM], -3.5, 1%, 50
> COC(=O)C[C@H]1c2cc(C(F)(F)F)ccc2S(=O)(=O)N1c1ccc(N(C)C)cc1
    19%, i, 7, 5%, -78%[inhibitor], -2.5, ., 2
> CCCNC(=O)N1C2=NC(C(=O)OC)=C(C(=O)OC)[C@@H]3N(Cc4ccccc4)c4ccccc4[C@]23C[C@H]1CO
    4%, i, 8, 5%, -11%, -0.3, ., -7
> O=C(CSc1ncnc2c1cnn2-c1ccccc1)NCC1CCCO1 (configuration not stated)
    -4%, i, -2, 4%, -29%, -0.5, -2%, 9
> COc1cccc(NC(=O)c2ccc3c(O)c(S(=O)(=O)c4ccccc4)c(=O)[nH]c3c2)c1
    0%, i, 3, 5%, i, 1.3, 1%, 0
> CC(C)c1ccc(SCc2noc(C(=O)NCC3CCCO3)c2C(=O)O)cc1 (configuration not stated)
    4%, i, 8, 15%, -6%, 0.3, 0%, 36
> O=C(Cc1cccc(NC(=O)C2CCN(C(=O)C3CCCCC3)CC2)c1)Nc1cccc(C(=O)N2CCOCC2)c1
    8%, i, 0, -1%, -9%, -0.8, ., -7
> O=C(CSc1nnc(-c2ccccc2)n1Cc1ccccc1)N1CCCC1
    -1%, i, -4, 5%, -12%[57.5 µM], 2.7, 1%, 4
> CCN(CC(=O)Nc1c(F)cccc1F)C(=O)c1cc([N+](=O)[O-])ccc1N1CCCCC1
    4%, i, -10, 12%, i, 1.5, 0%, -24
> Cc1[nH]c2ccc(C(=O)OCCN(C)C)cc2c1C
    11%, i, -22, 5%, i, -0.8, 0%, -22
> CNc1nc(OC)nc(N2CCOCC2)n1
    -5%, i, 0, 1%, -9%[57.5 µM], -2.0, 2%, 21
> CN1C[C@@H]2C(c3ccccc3)C3(c4ccccc4)CC2(C3)[C@H]1c1ccccc1 (some centres not stated)
    7%, i, -12, -15%, -19%, -3.4, 1%, 0
> COc1ccc(C(C)(C)C)cc1NC(=O)COC(=O)c1cnc(C)cn1
    1%, ., -13, 10%, -5%[57.5 µM], -1.2, 0%, -65*
> C[C@H]1CN([C@@H](C)CO)C(=O)c2cccc(NS(=O)(=O)c3ccc(F)cc3)c2O[C@H]1CN(C)Cc1ccc(Cl)c(Cl)c1
    -5%, i, -1, -14%, i, 1.8, -3%, -26
> CCN(Cc1ccccc1)S(=O)(=O)CCNC(=O)c1ccccc1
    9%, i, 4, -4%, i, -2.6, -3%, 21
> NC(=O)c1ccc(NC(=O)COC(=O)c2c[nH]c3ccccc23)cc1
    11%, i, -13, -19%, 20%, -3.9, -4%, -16
> O=C(OCC(=O)c1c[nH]c2ccccc12)c1cc2ccccc2cc1O
    -5%, i, -3, 12%, -12%, -2.6, -21%, -11
> O=C(COC(=O)c1cc(S(=O)(=O)N2CCOCC2)ccc1Cl)Nc1ccccc1Cl
    -1%, i, 6, 10%, -28%, -0.9, 0%, 13
> CSc1cccc(-c2nnc(NC(=O)c3cccc(N4C(=O)CCC4=O)c3)o2)c1
    3%, i, -14, 14%, i, 0.9, 3%, ?
> O=C1Nc2ccc([N+](=O)[O-])cc2OC1CCN1CCOCC1 (configuration not stated)
    6%, i, 11, -1%, i, -0.3, -3%, 38
> COC(=O)c1ccc(C(=O)OC)c(NC(=O)COC(=O)c2ccc(OC)c(OC)c2OC)c1
    -10%, i, 2, ?, i, 1.9, -3%, 16
> CNC(=O)c1ccc(Nc2nnc(-c3ccc(O)cc3)c3ccccc23)cc1
    2%, i, -5, 2%, -37%[inhibitor], 0.5, -2%, -6
> COc1ccc(CCCNC(=O)CC#N)cc1OC
    -8%, i, -7, -1%, -3%, -4.4, 0%, -12
> O=c1c2c3c(sc2nc2n1CCCCC2)C(O)CCC3 (configuration not stated)
    -2%, i, 2, 8%, -8%, -0.7, 0%, 12
> CCCNC(=O)C1(C)CCN(C(=O)C2(c3ccc(Cl)cc3)CCCC2)C1 (configuration not stated)
    0%, i, -3, -13%, -1%, -0.2, ., 10
> Cn1c(CC(=O)Nc2ccc(Cl)c(Cl)c2)n[nH]c1=S
    -2%, i, 2, 0%, 6%, 1.6, 2%, -6
> O=C(CN1C(=O)NC2(CCSC2)C1=O)N1CCN(c2ccc(F)cc2)CC1 (configuration not stated)
    -7%, i, -1, 5%, i, -0.5, -1%, 4
> CCN1CCN(c2cc(C)c3cc(NC(=O)c4cccs4)ccc3n2)CC1
    -2%, i, -18, 2%, -5%, -1.3, -2%, ?
> O=[N+]([O-])c1cccc(COc2cccc(CN3CCCC3)c2)c1
    12%, i, -33, 2%, -22%, -0.7, ., -18
> CC1SCC(=NOCc2c(Cl)cccc2Cl)CS1 (configuration not stated)
    1%, i, -9, 7%, -12%, -0.1, 3%, 0
> COc1ccc(C(=O)Nc2nncs2)cc1S(=O)(=O)N1CCOCC1
    5%, i, -16, 3%, -11%, 0.1, 2%, ?
> CCC(C)(C)n1nnnc1C(c1ccc2ncccc2c1)N1CCN(Cc2ccc3c(c2)OCO3)CC1 (configuration not stated)
    14%, i, -19, -14%, -1%[57.5 µM], -1.8, 1%, -24

Further structures.
Values run as follows: EPAC2 ag, Akt phos inh, DRD3 agonist, EPAC2 antag, PTHR1 agonist, CCT modulator, Mm-Cpn inhibitor, DRD3 antagonist
> CCOCCn1c(CN(C)Cc2ccccc2)nc2c1c(=O)n(C)c(=O)n2C
    -2%, i, 1, 2%, -24%, 0.0, 1%, 23
> CCOc1ccc(/C=N/n2c(C)nc3ccccc3c2=O)cc1
    5%, i, -3, 18%, i, 1.5, 2%, 1
> CCC(C)Sc1nc2c(cnn2-c2ccc(C)c(C)c2)c(=O)[nH]1 (configuration not stated)
    4%, i, 1, 7%, i, -2.6, 2%, 4
> CN(C)C(=O)c1nc2ccc(Cl)cn2c1CN1CCCC(OCc2cccnc2)C1 (configuration not stated)
    0%, i, 0, 3%, i, -0.5, 1%, 12
> Cc1ccc(Nc2nnc(SCC(=O)NC3CCS(=O)(=O)C3)s2)c(C)c1 (configuration not stated)
    6%, i, -7, 16%, i, 2.4, 0%, 8
> CC(=O)Oc1cccc(/C=C2\Sc3ccccc3C2=O)c1
    17%, i, -2, -12%, -40%[inhibitor], -0.2, 0%, -12
> Cn1c(=O)[nH]c(=O)c2c1nc(SCCCO)n2CCCc1ccccc1
    18%, i, -2, ?, i, -4.9, -2%, -9
> Cc1nc(N/N=C/c2ccc(O)cc2O)cc(N2CCOCC2)n1
    -5%, i, 3, -2%, i, -1.3, 0%, 32
> COc1cc2ncnc(N[C@H](C)c3ccccc3)c2cc1OC
    6%, i, 2, -11%, -47%[inhibitor], -0.5, 1%, 16
> Cc1ccc([N+](=O)[O-])cc1S(=O)(=O)Nc1ccc(O)c(Sc2ncn[nH]2)c1
    0%, i, 0, -1%, -17%, -1.7, 0%, -3
> Cc1ccc(-c2nn(C)c(=O)c3ccccc23)cc1CNS(C)(=O)=O
    -6%, i, -1, -18%, -17%[57.5 µM], -6.2, -3%, -1

One compound at a time, from the list above. Order of values: EPAC2 ag, Akt phos inh, DRD3 agonist, EPAC2 antag, PTHR1 agonist, CCT modulator, Mm-Cpn inhibitor, DRD3 antagonist
Entry for `O=C(COC(=O)c1cc(S(=O)(=O)N2CCOCC2)ccc1Cl)Nc1ccccc1Cl` : -1%, i, 6, 10%, -28%, -0.9, 0%, 13
Entry for `Cc1cccc(-c2nnc(SCc3ccccc3)o2)c1` : 5%, i, 0, -5%, i, -1.3, 2%, 18
Entry for `COc1ccccc1-c1nnc(NC(=O)c2ccc3c(c2)OCO3)s1` : 12%, i, 4, -3%, i, -2.9, -2%, -3

Screening results: PubChem, National Center for Advancing Translational Sciences (NCATS)

This is a subset; the hit share may differ from the screen's.
